# Bioassay records deposited in PubChem BioAssay by Broad Institute.
# IDH1 R132H inh: inhibitors of IDH1 R132H reductase, primary screen, biochemical, plate reader, single point; Isocitrate dehydrogenase [NADP] cytoplasmic (Homo sapiens), O75874; diaphorase/resazurin fluorescence, 60 min; inhibition, % at 10 µM; hit rate 0.18% among 70,000; in the data active = inhibition above about 34%;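 also: 0% = DMSO and 100% = no enzyme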
# Target sequence (O75874 whole entry R132H): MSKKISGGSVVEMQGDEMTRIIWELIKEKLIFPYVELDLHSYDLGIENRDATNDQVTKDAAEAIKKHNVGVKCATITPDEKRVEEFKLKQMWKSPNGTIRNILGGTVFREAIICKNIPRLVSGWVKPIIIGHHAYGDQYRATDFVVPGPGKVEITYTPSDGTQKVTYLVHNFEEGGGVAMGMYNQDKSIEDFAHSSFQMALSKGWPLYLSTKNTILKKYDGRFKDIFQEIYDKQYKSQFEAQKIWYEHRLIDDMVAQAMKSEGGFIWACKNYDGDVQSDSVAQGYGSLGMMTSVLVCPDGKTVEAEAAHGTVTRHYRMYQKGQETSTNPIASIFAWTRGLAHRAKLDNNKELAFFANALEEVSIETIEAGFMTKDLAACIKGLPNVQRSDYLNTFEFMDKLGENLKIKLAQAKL
# PRC2 inh: EZH2/PRC2 methyltransferase inhibitors, primary screen, biochemical, DELFIA time-resolved fluorescence, single point; inhibition, % at 12.5 µM; PRC2 H3K27 methylation, DELFIA TRF, 1 h; Histone-lysine N-methyltransferase EZH2 (Homo sapiens), Q15910; AID 651548, 2012; hit rate 0.35% among 57,000;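 active = mean inhibition of replicates at least 50% and every single replicate also reaching 50%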;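 also: dimethyl H3K27 on biotinylated H3 21-44 peptide detected by antibody; plate controls were median neutral control wells for no effect and median positive control wells for full effect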
# * hit, by the source's call; / = no result given.
# The line under a structure holds: IDH1 R132H inh	PRC2 inh
> C[C@H](CO)N1C[C@H](C)[C@@H](CN(C)Cc2ccc(Oc3ccccc3)cc2)Oc2cc(-c3ccncc3)ccc2S1(=O)=O
  10.1	-5.1
> C[C@H]1CN([C@@H](C)CO)C(=O)Cc2cc(NC(=O)C3CCCCC3)ccc2O[C@@H]1CN(C)S(=O)(=O)c1ccc(Cl)cc1
  0.3	/
> COc1ccc(S(=O)(=O)N[C@@H]2C=C[C@H](CC(=O)N3CCC(Cc4ccccc4)CC3)O[C@@H]2CO)cc1
  -0.3	-6.4
> CCOC(=O)COc1ccc2c(=O)c(-c3ccccc3OC)c(C(F)(F)F)oc2c1
  0.7	-17.0
> O=C(CS(=O)c1ccc(C(F)(F)F)cc1[N+](=O)[O-])Oc1ccc(Cl)cc1 (centres undefined)
  0.6	2.8
> Cc1cc(C(=O)Nc2cccc3c2O[C@@H](CN(C)Cc2ccccc2)[C@@H](C)CN([C@@H](C)CO)C3=O)n(C)n1
  0.5	3.1
> COc1ccccc1S(=O)(=O)N[C@H]1C=C[C@H](CC(=O)N2CCCCC2)O[C@H]1CO
  0.2	8.7
> Cc1noc(C)c1S(=O)(=O)Nc1ccc2c(c1)CC(=O)N([C@H](C)CO)C[C@H](C)[C@@H](CN(C)C(=O)Nc1ccc(F)cc1)O2
  3.2	/
> C[C@@H]1CN([C@@H](C)CO)C(=O)c2ccccc2-c2ccccc2CO[C@H]1CN(C)C(=O)Cc1ccccc1
  /	17.6
> C[C@@H]1CN([C@H](C)CO)S(=O)(=O)c2ccc(-c3ccncc3)cc2O[C@@H]1CN(C)Cc1ccc(Oc2ccccc2)cc1
  -0.1	/
> C[C@H](CO)N1C[C@H](C)[C@@H](CN(C)Cc2ccc(C(F)(F)F)cc2)Oc2ccc(NC(=O)CCCN(C)C)cc2CC1=O
  -0.4	-21.4
> COC(=O)c1[nH]nc2c1C(=O)N(C1CCCCC1)C2=O
  0.8	-18.7
> CNC(=O)C1OC(n2cnc3c(NCc4cccc(I)c4)nc(Cl)nc32)C(O)C1O (centres undefined)
  -0.5	/
> Cc1ccc(NC(=O)CSc2nc3ccccc3s2)cc1[N+](=O)[O-]
  0.3	27.4
> C[C@@H]1CN([C@@H](C)CO)C(=O)c2cc(NC(=O)Nc3ccc(F)cc3)ccc2O[C@@H](C)CCCCO[C@@H]1CN(C)CC1CCCCC1
  0.0	/
> CC(C)CC#Cc1cnc2c(c1)C(=O)N([C@H](C)CO)C[C@H](C)[C@@H](CN(C)Cc1ccccc1F)O2
  -1.6	-5.9
> COc1ccc(S(=O)(=O)Nc2ccc3c(c2)C(=O)N([C@H](C)CO)C[C@H](C)[C@@H](CN(C)C(=O)Cc2ccccc2)OCCCC[C@H](C)O3)cc1
  -10.0	/
> COc1ccc(C#Cc2cnc3c(c2)C(=O)N([C@H](C)CO)C[C@@H](C)[C@H](CN(C)C(=O)Nc2cccc(OC)c2)O3)cc1
  /	-8.1
> O=C(C[C@@H]1C[C@@H]2c3cc(NC(=O)Nc4ccc(C(F)(F)F)cc4)ccc3O[C@@H]2[C@@H](CO)O1)NC1CCCCC1
  1.6	-17.1
> COc1ccc(NC(=O)N(C)C[C@@H]2Oc3ncc(-c4ccc(C#N)cc4)cc3C(=O)N([C@@H](C)CO)C[C@@H]2C)cc1
  /	9.4
> CN(C)Cc1cn(CC[C@@H]2CC[C@@H](NC(=O)Nc3ccccc3F)[C@@H](CO)O2)nn1
  0.0	9.4
> CN(C)C(=O)C[C@H]1C[C@H]2c3cc(NC(=O)Nc4ccc(F)cc4)ccc3O[C@H]2[C@@H](CO)O1
  -0.8	-4.4
> C[C@@H]1CN([C@H](C)CO)C(=O)Cc2cc(NC(=O)Nc3cccc4ccccc34)ccc2O[C@H]1CN(C)Cc1ccc(C(F)(F)F)cc1
  1.9	/
> C[C@H]1CN([C@@H](C)CO)C(=O)CCCn2cc(nn2)CO[C@@H]1CN(C)C(=O)Nc1ccccc1C(F)(F)F
  2.4	7.9
> CCCNC(=O)N1C[C@@H](C)[C@H](OC)CN(C)C(=O)c2ccc(NC(=O)CC)cc2OC[C@@H]1C
  0.3	1.8
> COc1ccc(S(=O)(=O)Nc2ccc3c(c2)OC[C@H](C)NC[C@@H](C)[C@H](OC)CN(C)C3=O)cc1
  0.1	3.3
> O=C(C[C@H]1C=C[C@H](NS(=O)(=O)c2ccc(F)cc2)[C@@H](CO)O1)NCc1ccc(Cl)c(Cl)c1
  0.2	7.6
> CC(C)CC#Cc1cnc2c(c1)C(=O)N([C@@H](C)CO)C[C@H](C)[C@@H](CN(C)C(=O)Nc1cccc(F)c1)O2
  -2.0	-7.8
> C[C@@H]1CN([C@H](C)CO)C(=O)c2cc(C3=CCCCC3)cnc2O[C@H]1CN(C)C(=O)Cc1ccncc1
  /	-11.9
> CCCN1C[C@H](C)[C@H](OC)CN(C)C(=O)c2cc(NC(=O)Nc3c(C)noc3C)ccc2OC[C@H]1C
  0.4	5.2
> CC(NS(=O)(=O)c1ccc(F)cc1)C(=O)Nc1cccc(C(F)(F)F)c1 (centres undefined)
  -0.1	12.8
> O=C(C[C@@H]1CC[C@H](NC(=O)C2CCOCC2)[C@@H](CO)O1)NCC1CCCCC1
  0.9	3.3
> C[C@@H]1CN([C@@H](C)CO)C(=O)c2cc(-c3ccncc3)cnc2O[C@H]1CN(C)S(=O)(=O)c1ccc(F)cc1
  0.0	0.6
> C[C@@H]1CCCCO[C@@H](CN(C)C(=O)NC2CCCCC2)[C@@H](C)CN([C@@H](C)CO)C(=O)c2cc(NC(=O)CCC(F)(F)F)ccc2O1
  2.3	/
> Cc1noc(C)c1NC(=O)N(C)C[C@@H]1Oc2c(NC(=O)c3ccncc3)cccc2C(=O)N([C@H](C)CO)C[C@H]1C
  3.2	/
> COc1ccc(NC(=O)Nc2ccc3c(c2)C(=O)N([C@@H](C)CO)C[C@@H](C)[C@@H](CN(C)C(=O)Nc2ccccc2)OCCCC[C@H](C)O3)cc1
  -0.2	/
> C[C@H]1CN([C@@H](C)CO)S(=O)(=O)c2ccc(Br)cc2O[C@H]1CN(C)Cc1ccccc1F
  /	13.4
> O=C(C[C@@H]1C[C@@H]2c3cc(NC(=O)Nc4ccccc4)ccc3O[C@@H]2[C@@H](CO)O1)NC1CCCC1
  -1.5	-9.2
> C[C@@H]1CN([C@H](C)CO)S(=O)(=O)c2ccc(C#CCN(C)C)cc2O[C@@H]1CN(C)C(=O)c1ccccc1F
  -3.3	-7.7
> COc1ccc(CN(C)C[C@@H]2OCCCC[C@H](C)Oc3ccc(N(C)C)cc3C(=O)N([C@H](C)CO)C[C@H]2C)cc1
  1.9	-1.7

# The last 2 records of the part above are carried over, then new ones follow:
# The line under a structure holds: IDH1 R132H inh	PRC2 inh
> C[C@@H]1CN([C@H](C)CO)S(=O)(=O)c2ccc(C#CCN(C)C)cc2O[C@@H]1CN(C)C(=O)c1ccccc1F
  -3.3	-7.7
> COc1ccc(CN(C)C[C@@H]2OCCCC[C@H](C)Oc3ccc(N(C)C)cc3C(=O)N([C@H](C)CO)C[C@H]2C)cc1
  1.9	-1.7
> C=CCOC(=O)[C@H]1[C@@H]2C(=O)O[C@@H](c3ccccc3)[C@@H](c3ccccc3)N2[C@@H](c2ccc(OCCOC(=O)[C@@H]3C[C@@H]4C(=O)N[C@@H](CCCCNC(C)=O)C(=O)N4[C@@H]3c3ccc(O)cc3)cc2)[C@]12C(=O)Nc1ccc(I)cc12
  /	-32.5
> CC(=O)N(C)C[C@@H]1Oc2cc(C#CC3(O)CCCC3)ccc2S(=O)(=O)N([C@@H](C)CO)C[C@H]1C
  0.0	-12.6
> CC(C)NC(=O)N(C)C[C@@H]1OCCCC[C@H](C)Oc2ccc(NC(=O)NC3CCCCC3)cc2C(=O)N([C@@H](C)CO)C[C@H]1C
  /	6.8
> CO[C@@H]1CN(C)C(=O)c2cc(NC(=O)c3ccc(F)cc3)ccc2OC[C@H](C)N(C(C)=O)C[C@@H]1C
  -0.1	6.3
> CCCN1C[C@@H](C)[C@H](OC)CN(C)C(=O)c2ccc(NC(=O)c3ccccn3)cc2OC[C@H]1C
  -0.8	-6.7
> COc1ccc(S(=O)(=O)N(C)C[C@@H]2Oc3ccc(NS(=O)(=O)c4ccc(F)cc4)cc3C(=O)N([C@@H](C)CO)C[C@@H]2C)cc1
  -0.1	/
> C[C@@H]1CCCCO[C@@H](CN(C)C(=O)Nc2ccc3c(c2)OCO3)[C@H](C)CN([C@@H](C)CO)C(=O)c2cc(NS(C)(=O)=O)ccc2O1
  -0.4	/
> COc1ccc(NC(=O)Nc2ccc3c(c2)C(=O)N([C@H](C)CO)C[C@H](C)[C@H](CN(C)Cc2ccc4c(c2)OCO4)O3)cc1
  /	-2.6
> OCCN1CCN(CC/C=C2/c3ccccc3Sc3ccc(C(F)(F)F)cc32)CC1
  -1.3	-16.0
> C[C@@H]1CCCCO[C@H](CN(C)C(=O)C2CCCCC2)[C@@H](C)CN([C@@H](C)CO)C(=O)c2cc(NC(=O)Nc3ccc(C(F)(F)F)cc3)ccc2O1
  1.9	/
> CCCC(=O)Nc1ccc2c(c1)C(=O)N(C)C[C@@H](OC)[C@@H](C)CN(C(=O)c1ccccn1)[C@@H](C)CO2
  0.0	2.6
> O=C(C[C@@H]1CC[C@H](NC(=O)C2CCC2)[C@H](CO)O1)NCc1ccccc1Cl
  -1.1	-10.8
> Cc1cc(O)cc(=O)o1
  0.4	/
> O=C(O)C[C@H]1C[C@H]2c3cc(NC(=O)c4ccc5c(c4)OCO5)ccc3O[C@H]2[C@@H](CO)O1
  0.1	-4.8
> Cc1noc(C)c1S(=O)(=O)N(C)C[C@H]1Oc2ccc(NC(=O)CCN3CCOCC3)cc2CC(=O)N([C@H](C)CO)C[C@H]1C
  0.0	/
> C[C@H](CO)N1C[C@H](C)[C@@H](CN(C)Cc2ccncc2)Oc2c(NC(=O)Nc3ccc4c(c3)OCO4)cccc2C1=O
  /	-5.1
> COc1cccc(CNC(=O)C[C@@H]2CC[C@@H](NS(=O)(=O)c3ccccc3OC)[C@@H](CO)O2)c1
  0.4	-8.2
> C[C@H](CO)N1C[C@H](C)[C@H](CN(C)Cc2ccccc2F)Oc2cc(C3=CCCCC3)ccc2S1(=O)=O
  -2.6	38.0
> Cc1noc(C)c1NC(=O)Nc1ccc2c(c1)C(=O)N([C@H](C)CO)C[C@H](C)[C@H](CN(C)C(=O)Nc1cccc3ccccc13)O2
  2.8	/
> Cc1ccc(S(=O)(=O)N(C)C[C@@H]2OCCCC[C@H](C)Oc3ccc(NC(=O)c4ccccc4)cc3C(=O)N([C@H](C)CO)C[C@@H]2C)cc1
  -1.6	/
> CO[C@@H]1CN(C)C(=O)c2cc(NC(=O)c3cnccn3)ccc2OC[C@H](C)N(C(C)=O)C[C@@H]1C
  0.0	8.6
> C[C@H](CO)N1C[C@H](C)[C@@H](CN(C)C)Oc2cc(C#CCC3CCCC3)ccc2S1(=O)=O
  -2.6	9.0
> COC(=O)[C@@H]1[C@H]2C[C@H]3c4[nH]c5ccccc5c4CCN3C[C@@H]2CC[C@@H]1O
  0.3	-31.4
> COc1ccc(NC(=O)N(C)C[C@H]2Oc3ncc(C#CC(C)C)cc3C(=O)N([C@@H](C)CO)C[C@H]2C)cc1
  -2.1	-18.7
> COc1ccc(NC(=O)CN(c2cc(Cl)c(Cl)cc2Cl)S(C)(=O)=O)cc1Cl
  1.3	1.4
> C[C@H]1CCCCO[C@H](CN(C)C(=O)c2ccncc2)[C@@H](C)CN([C@@H](C)CO)C(=O)c2cc(NC(=O)Cc3ccccc3)ccc2O1
  1.1	/
> O=C(C[C@H]1C=C[C@@H](NC(=O)c2cccc(F)c2)[C@H](CO)O1)NCc1ccc(Oc2ccccc2)cc1
  0.3	2.9
> COCCNC(=O)C[C@@H]1C[C@H]2c3cc(NC(=O)c4cccnc4)ccc3O[C@H]2[C@@H](CO)O1
  -0.3	18.7
> CC(=O)C(Sc1nc(N2CCOCC2)nc(N2CCOCC2)n1)C(=O)Nc1ccccc1 (centres undefined)
  -0.2	4.3
> CC(C)NC(=O)Nc1ccc2c(c1)C(=O)N([C@H](C)CO)C[C@H](C)[C@H](CN(C)C)OCCCC[C@@H](C)O2
  0.0	13.4
> COc1ccc(S(=O)(=O)N(C)C[C@H]2OCCCC[C@H](C)Oc3ccc(NC(=O)Nc4ccccc4)cc3C(=O)N([C@H](C)CO)C[C@@H]2C)cc1
  0.3	/
> COc1ccc(S(=O)(=O)Nc2ccc3c(c2)[C@H]2C[C@H](CC(=O)NCC4CC4)O[C@H](CO)[C@H]2O3)cc1
  -0.1	9.9
> COc1ccc(CN(C)C[C@@H]2Oc3c(NC(=O)Nc4ccccc4)cccc3C(=O)N([C@H](C)CO)C[C@@H]2C)cc1
  /	19.9
> COc1ccc(NC(=O)Nc2ccc3c(c2)C(=O)N([C@@H](C)CO)C[C@H](C)[C@@H](CN(C)S(=O)(=O)c2ccccc2)OCCCC[C@@H](C)O3)cc1
  0.8	/
> CCC(=O)Nc1ccc2c(c1)OC[C@@H](C)N(C(=O)c1ccccc1F)C[C@@H](C)[C@H](OC)CN(C)C2=O
  -0.1	-12.2
> CC/C=C\C/C=C\C/C=C\CCCCCCCC(=O)O
  0.3	-2.5
> CO[C@@H]1CN(C)C(=O)c2cc(NC(=O)C3CCOCC3)ccc2OC[C@H](C)N(C)C[C@@H]1C
  0.3	-4.9

# Look-ups from the results shown.
# For IDH1 R132H inh, COc1ccc(S(=O)(=O)N(C)C[C@H]2OCCCC[C@H](C)Oc3ccc(NC(=O)Nc4ccccc4)cc3C(=O)N([C@H](C)CO)C[C@@H]2C)cc1 is listed with 0.3
# For IDH1 R132H inh, O=C(C[C@H]1C=C[C@@H](NC(=O)c2cccc(F)c2)[C@H](CO)O1)NCc1ccc(Oc2ccccc2)cc1 is listed with 0.3

# Only part of the results is shown; the hit share may differ from the screen's.
